NadD inh: inhibitors of S. aureus NadD, primary screen, biochemical, colorimetric, uHTS; Nicotinate-nucleotide adenylyltransferase NadD (Staphylococcus aureus N315); purified NadD enzyme, colorimetric absorbance read-out; inhibition, % at 20 µM; hit rate 0.78% among 360,000; in the data active = inhibition above about 26%; also: some compounds past the cut are filed as inactive
STEP block: STEP phosphatase inhibitors, primary screen, biochemical, fluorescence intensity, uHTS; Tyrosine-protein phosphatase non-receptor type 5 (Homo sapiens), P54829; hit rate 0.25% among 360,000; recombinant STEP, OMFP fluorogenic substrate; AID 588621, 2011; inhibition, % at 20 µM;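 active = inhibition at 20 µM, scaled per plate between control wells, above about 37%, limit read from the data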;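 also: 0% = DMSO with enzyme and substrate and 100% = substrate only without enzyme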
Target sequence (P54829 whole entry, looked up): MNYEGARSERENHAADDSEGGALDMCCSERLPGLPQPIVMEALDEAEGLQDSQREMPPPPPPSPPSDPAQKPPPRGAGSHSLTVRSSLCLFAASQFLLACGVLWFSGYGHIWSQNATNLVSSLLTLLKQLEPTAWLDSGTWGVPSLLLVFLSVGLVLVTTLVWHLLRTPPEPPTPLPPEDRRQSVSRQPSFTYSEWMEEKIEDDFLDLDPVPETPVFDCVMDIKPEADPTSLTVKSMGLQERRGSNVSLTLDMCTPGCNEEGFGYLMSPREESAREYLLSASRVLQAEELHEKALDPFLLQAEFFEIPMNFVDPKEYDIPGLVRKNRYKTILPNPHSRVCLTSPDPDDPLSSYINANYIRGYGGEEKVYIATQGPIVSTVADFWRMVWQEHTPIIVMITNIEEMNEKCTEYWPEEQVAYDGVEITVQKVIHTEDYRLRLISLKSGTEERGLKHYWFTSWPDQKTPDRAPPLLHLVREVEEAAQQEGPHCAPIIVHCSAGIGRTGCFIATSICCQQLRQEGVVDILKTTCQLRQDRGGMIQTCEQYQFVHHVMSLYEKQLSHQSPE
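Measure: Control-normalized % inhibition with plate pattern correction | Test system: STEP phosphatase, cell-free reaction | Medium: pH 6.0 Bis-Tris with DTT and Tween 20 | Technique: Fluorescence, 480/540 nm | Times: Reaction 20 min, ambient temperature | Doses: Single compound dose of 20 µM, 1% DMSO final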
Neddyl block: inhibitors of cullin neddylation, primary screen, biochemical, TR-FRET, uHTS, NAE and Ubc12. NEDD8-conjugating enzyme Ubc12 (Homo sapiens) + NEDD8-activating enzyme E1 regulatory …. calls only at 25 µM. hit rate 0.58% among 360,000; in the data active = inhibition above about 36%
DNMT1 inh: human DNMT1 methyltransferase inhibitors, primary screen, biochemical, molecular beacon, fluorescence, HinP1I cleavage, uHTS | inhibition (reported as % activation of signal), % at 10 µM | hit rate 0.83% among 360,000; in the data active = inhibition above about 50%
LMPTP inh: LMPTP phosphatase inhibitors, primary screen, biochemical, fluorescence intensity, uHTS. Low molecular weight phosphotyrosine protein phosphatase (Homo sapiens), P24666. hit rate 0.22% among 360,000. recombinant LMPTP-A, OMFP fluorogenic substrate. AID 651560, 2012. inhibition, % at 20 µM;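 active = compounds that cut the enzyme signal by at least half of the control window in the single-dose screen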;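 also: plate controls were DMSO wells with enzyme plus substrate for no effect and substrate without enzyme for full effect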
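Test system: LMPTP-A, protein tyrosine phosphatase of low molecular weight; Input: 0.625 nM enzyme; Incubation: 50 min dark incubation at room temperature; Signal: endpoint fluorescence intensity from OMFP dephosphorylation; Read-out basis: % inhibition versus control wells.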
Rin1-Abl PPI inh: inhibitors of Rin1-Abl protein binding, primary screen, biochemical, TR-FRET | Tyrosine-protein kinase ABL1 (Homo sapiens) + Ras and Rab interactor 1 (Homo sapiens), … | AID 588664, 2011 | hit rate 0.4% among 360,000 | inhibition, % at 7.35 µM; in the data active = inhibition above about 5%, passing the limit was not always enough
Rpn11 block: Rpn11 (PSMD14) deubiquitinase inhibitors, primary screen, biochemical, fluorescence polarization, uHTS; 26S proteasome non-ATPase regulatory subunit 14 (Homo sapiens), O00487; human 26S proteasome, Ub4-pepOG fluorescence polarization; 20S core pre-blocked with epoxomicin; calls only at 20 µM; hit rate 0.59% among 360,000; AID 588493, 2011;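 active = inhibition at 20 µM, scaled to each plate's controls, above about 33%, limit read from the data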
Target sequence (O00487 whole entry, looked up): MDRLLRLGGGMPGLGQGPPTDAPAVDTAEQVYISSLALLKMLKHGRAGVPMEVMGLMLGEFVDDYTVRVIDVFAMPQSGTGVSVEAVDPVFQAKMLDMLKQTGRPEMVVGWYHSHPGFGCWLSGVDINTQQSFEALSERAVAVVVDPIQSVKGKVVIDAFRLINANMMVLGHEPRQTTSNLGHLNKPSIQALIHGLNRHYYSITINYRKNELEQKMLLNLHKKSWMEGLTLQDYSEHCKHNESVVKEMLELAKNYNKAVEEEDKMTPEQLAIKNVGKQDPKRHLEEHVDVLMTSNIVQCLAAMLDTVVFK
SUMO1 PPI mod: modulators of SUMO1 protein-protein interactions, primary screen, biochemical, uHTS | inhibition, % at 20 µM | hit rate 0.33% among 360,000 | SUMO1 binding to a labelled peptide, TR-FRET, 1 h; in the data active = inhibition above about 37%
CSN inh: inhibitors of CSN-mediated cullin deneddylation, primary screen, biochemical, fluorescence polarization, uHTS; Purified CSN, SCF-Nedd8-OG deneddylation; inhibition, % at 12.5 µM; hit rate 0.38% among 360,000; AID 651999, 2013;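 active = pattern-corrected inhibition above about 35%, with an unprinted fluorescence ratio check between 0.5 and 1.5, limit read from the data, passing the limit was not always enough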;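 also: 0% = enzyme with substrate and 100% = substrate without enzyme; some results filed as inactive read as strong as hits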
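Test system: Human Csn5 produced in HEK293T cells | Compound: 12.5 µM single point | Times: 90 min, room temperature | Signal: Fluorescence polarization readout | Read-out basis: % inhibition of substrate cleavage by Csn5 | Controls: no-enzyme wells high, enzyme-with-substrate wells low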
Scp-1 inhibitor: Scp-1 phosphatase inhibitors, primary screen, biochemical, colorimetric, uHTS. hit rate 0.88% among 340,000. Carboxy-terminal domain RNA polymerase II polypeptide A small phosphatase 1 (Homo …. inhibition, % at 20 µM. Recombinant Scp1, phosphopeptide, malachite green phosphate absorbance;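 active = inhibition above about 50% at 20 µM, limit read from the data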;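 also: plate controls were DMSO wells with enzyme for no effect and wells lacking enzyme for full effect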
Target sequence (Q9GZU7 76-261 limits assumed): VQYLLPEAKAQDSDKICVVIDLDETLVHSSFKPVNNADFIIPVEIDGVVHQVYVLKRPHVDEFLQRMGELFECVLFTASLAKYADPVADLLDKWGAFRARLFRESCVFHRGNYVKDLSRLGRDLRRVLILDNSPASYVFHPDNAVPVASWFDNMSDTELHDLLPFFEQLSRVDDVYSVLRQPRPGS
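Times: enzyme reaction 45 min at room temperature, colour 5 min, stabilisation 30 min. Material: SCP-1 catalytic fragment, aa 76-261. Medium: Acidic Tris acetate buffer with magnesium and detergent. Signal: colorimetric free-phosphate detection, absorbance 630 nm. Read-out basis: % inhibition of SCP-1 phosphate liberation. Reagent: Phosphorylated 17-residue peptide substrate.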
The depositor's hits bear a star; i = inactive; . = not tested or not shown.

SMILES	NadD inh	STEP block	Neddyl block	DNMT1 inh	LMPTP inh	Rin1-Abl PPI inh	Rpn11 block	SUMO1 PPI mod	CSN inh	Scp-1 inhibitor
O=C(CSc1nnnn1-c1ccc(Cl)cc1)NC1CCS(=O)(=O)C1 (stereo not drawn)	-5	3	i	7	0.0	2	i	-2	1	-5
Cc1ccc(S(=O)(=O)N/N=C/c2ccc(OCC(=O)NC(C)C)cc2)cc1	-3	1	i	12	-2.6	-3	i	-2	-3	0
CCCCc1cc(=O)oc2c(C)c(OCC(=O)NCCN3CCOCC3)ccc12	0	-2	i	3	-0.1	-2	i	5	3	8
Cc1ccc2nc3c(c(N)c2c1)CCN3c1ccccc1	-3	2	i	-10	3.6	-4	i	-21	1	9
COc1ccc(/C=C/C(=O)NC(=S)NNC(=O)c2cc(OC)c(OC)c(OC)c2)cc1OC	-8	2	i	-1	1.0	-7	i	3	3	-22
CC1CC(=O)Nc2ccccc2N1 (stereo not drawn)	3	2	i	6	1.7	3	i	0	1	8
CN1CCN(C(=O)c2cccc3c(-c4ccc(F)c(F)c4)coc23)CC1	-1	3	i	2	-2.5	-6	i	2	2	.
CCN(CC)c1ccc(N2C(=O)/C(=C/c3cccnc3)SC2=S)cc1	4	6	i	-5	2.9	3	i	-19	-5	-10
CC(C)N1CCN(Cc2cccs2)CC1CCO (stereo not drawn)	1	-2	i	-1	-2.6	0	i	-3	-2	-6
COc1ccc(C(C)C)cc1S(=O)(=O)NC1CCCC1	-1	-1	i	1	-2.4	1	i	5	1	1
CCOC(=O)c1sc2cc([N+](=O)[O-])cc(SCCO)c2c1N	0	-2	i	-4	1.5	1	i	-19	-4	-5
CCSc1nc2sc3c(c2c(=O)n1C1CCCCC1)CCN(C)C3	1	2	i	7	-1.3	-5	i	-6	4	-5
COc1ccc(-n2c(Cc3cccn3C)nnc2SCC(=O)NCc2ccc(F)cc2)cc1	6	-3	i	0	-0.3	-1	i	6	-2	90*
Oc1[nH]c(=S)sc1/C=C1\C(c2ccccc2)=Nc2ccccc21	12	-7	i	-27	2.5	-5	.	-7	24	-5
Cc1ccc(NC(=O)c2ccccc2)cc1OC(=O)c1ccccc1	-7	0	i	13	1.0	0	i	-1	1	-10

Shown with bars between the fields: part of the list above
canonical_smiles | NadD inh | STEP block | Neddyl block | DNMT1 inh | LMPTP inh | Rin1-Abl PPI inh | Rpn11 block | SUMO1 PPI mod | CSN inh | Scp-1 inhibitor
CC1CC(=O)Nc2ccccc2N1 (stereo not drawn) | 3 | 2 | i | 6 | 1.7 | 3 | i | 0 | 1 | 8
CN1CCN(C(=O)c2cccc3c(-c4ccc(F)c(F)c4)coc23)CC1 | -1 | 3 | i | 2 | -2.5 | -6 | i | 2 | 2 | .
CCN(CC)c1ccc(N2C(=O)/C(=C/c3cccnc3)SC2=S)cc1 | 4 | 6 | i | -5 | 2.9 | 3 | i | -19 | -5 | -10

(continued)
SMILES	NadD inh	STEP block	Neddyl block	DNMT1 inh	LMPTP inh	Rin1-Abl PPI inh	Rpn11 block	SUMO1 PPI mod	CSN inh	Scp-1 inhibitor
CCOc1ccccc1N(CC(=O)Nc1ccc(S(=O)(=O)N2CCOCC2)cc1)S(C)(=O)=O	-5	3	i	0	-0.4	-1	i	3	-6	-8
CCN1C(=O)[C@H]2[C@@H](c3ccc(C)cc3)N3C(=O)N(c4ccc(C)cc4)C(=O)[C@@]3(Cc3ccc(Cl)cc3)[C@H]2C1=O	0	0	i	-6	1.5	-1	i	9	-1	-4
CCCCCCN=C(C)c1ccccc1O	4	1	i	-4	-0.7	1	i	0	-4	-1
O=C(CCC1CCCN(C(=O)c2cncs2)C1)NCc1ccc(F)c(F)c1 (stereo not drawn)	-8	-1	i	2	-1.5	2	i	1	-2	-3
CCC(CC)NC(=O)Cc1ccccc1[N+](=O)[O-]	5	0	i	-7	-0.4	-6	i	-5	4	-6
Nc1c2c(nc3cccc(Cl)c13)N(c1ccccc1)CC2	-4	1	i	-5	9.0	0	i	-15	2	-2
CCOC(=O)c1nn(-c2ccccc2F)c2nc(-c3ccco3)c(C#N)c(=O)n12	3	0	i	-5	-1.0	2	i	1	0	-4
CCOC(=O)c1ccc(NC(=O)C2(c3ccccc3)CCOCC2)cc1	-22	-3	i	0	-2.5	3	i	-4	0	-2
Clc1ncccc1-c1nnn(-c2ccccc2Br)n1	-5	1	i	-2	1.0	4	i	1	6	-3
CCc1ccc(C2CC(=O)N3CN(c4ccccc4)CSC3=C2C#N)cc1 (stereo not drawn)	64*	2	i	14	2.5	1	i	-2	28	-12
O=C(/C(=N\O)n1cncn1)c1ccc(Cl)cc1Cl	1	1	i	14	-0.7	4	i	-2	1	-7
COC(=O)c1cc(Cl)c(NC(=O)c2ccc(C(C)(C)C)cc2)cc1OC	-6	0	i	3	4.2	3	i	3	3	-16
Cc1ccc(-n2c(-c3nn(C)cc3Cl)n[nH]c2=S)cc1	1	0	i	3	-0.5	-2	i	1	-14	-1
O=C(Nc1cccc(Cl)c1)C1CC1c1ccccc1 (stereo not drawn)	5	0	i	-6	0.8	1	i	2	4	-11
CCOc1ccc(CCNC(=O)CN2C(=O)c3cccnc3Oc3ccc(Cl)cc32)cc1	-6	-3	i	-6	0.5	26*	i	-4	-1	-8

Sorted by number of heavy atoms (ascending): some entries from above
SMILES	NadD inh	STEP block	Neddyl block	DNMT1 inh	LMPTP inh	Rin1-Abl PPI inh	Rpn11 block	SUMO1 PPI mod	CSN inh	Scp-1 inhibitor
O=C(/C(=N\O)n1cncn1)c1ccc(Cl)cc1Cl	1	1	i	14	-0.7	4	i	-2	1	-7
CCOC(=O)c1sc2cc([N+](=O)[O-])cc(SCCO)c2c1N	0	-2	i	-4	1.5	1	i	-19	-4	-5
COC(=O)c1cc(Cl)c(NC(=O)c2ccc(C(C)(C)C)cc2)cc1OC	-6	0	i	3	4.2	3	i	3	3	-16

The list goes on.
SMILES	NadD inh	STEP block	Neddyl block	DNMT1 inh	LMPTP inh	Rin1-Abl PPI inh	Rpn11 block	SUMO1 PPI mod	CSN inh	Scp-1 inhibitor
Cc1ccc(N2C(=O)CC(NNC(=O)Cc3ccc(F)cc3)C2=O)cc1Cl (stereo not drawn)	4	-2	i	-1	-0.4	-3	i	-4	-2	-2
CN(C)CCC#CC(O)(c1ccccc1)c1ccccc1	-2	-5	i	6	-1.3	2	i	1	-7	-7
COC(=O)c1cccc(Cn2c(Cl)c(/C=N/NC(=O)c3ccccc3Cl)sc2=O)c1	10	5	i	0	0.6	1	i	-2	0	19
CN(c1ccccc1)S(=O)(=O)c1ccc(C(=O)Nc2nccs2)cc1	2	2	i	3	0.3	0	i	3	3	-10
CC1Oc2ccccc2N(CC(=O)NCC2CCCO2)C1=O (stereo not drawn)	-4	1	i	0	-1.2	0	i	-4	5	-11
Cc1ccc([C@@H]2CC(=O)[C@@H]3CN(S(=O)(=O)c4ccc(C)cc4)[C@H](c4ccccc4)C[C@@H]3N2S(=O)(=O)c2ccc(C)cc2)cc1	11	-1	i	-7	0.9	3	i	6	-5	.
C/C(=N\NC(=O)C(N)=O)c1ccc2c(c1)OCCO2	3	-3	i	2	-1.8	0	i	-2	-5	1
CCCCN1CNC(=S)N(CCc2ccccc2)C1	-3	-2	i	3	-2.3	-2	i	1	0	-1
Cc1ccc(C(=O)N/C(=C\c2ccc(Cl)cc2)C(=O)NCCN2CCOCC2)cc1	-5	1	i	3	-2.2	1	i	-3	2	-3
Cc1ccc(NC(=O)CNCc2ccccc2)cc1Br	-6	-1	i	0	-1.8	2	i	0	4	1
O=C(CSCCO)Nc1ccc(C2CCCCC2)cc1	-3	-1	i	-5	-1.0	-4	i	-4	-3	-13
CCOP(=O)(O)c1ccccc1OCCCCCOc1ccccc1P(=O)(O)OCC	4	0	i	4	-2.5	-1	i	0	3	-3
O=C(OCc1nc2ccccc2s1)C1CCN(S(=O)(=O)c2cccs2)CC1	-11	-1	i	-6	1.0	2	i	1	0	-10
COc1ccc(C(CNC(=O)c2nn(-c3ccccc3)c(=O)c3ccccc23)N2CCOCC2)cc1 (stereo not drawn)	4	2	i	2	-0.6	-4	i	-2	4	1
Cc1cc(Br)c(Oc2cc(NN3CCCCC3)c([N+](=O)[O-])cc2[N+](=O)[O-])c(Br)c1	3	3	i	3	0.9	-2	i	0	1	3

Record cards, as listed above. Values in the order: NadD inh | STEP block | Neddyl block | DNMT1 inh | LMPTP inh | Rin1-Abl PPI inh | Rpn11 block | SUMO1 PPI mod | CSN inh | Scp-1 inhibitor
CCOP(=O)(O)c1ccccc1OCCCCCOc1ccccc1P(=O)(O)OCC is listed as 4 | 0 | i | 4 | -2.5 | -1 | i | 0 | 3 | -3
CC1Oc2ccccc2N(CC(=O)NCC2CCCO2)C1=O (stereo not drawn) is listed as -4 | 1 | i | 0 | -1.2 | 0 | i | -4 | 5 | -11

Scp-1 inhibitor: hit marks shown above
Compound | NadD inh | Neddyl block | DNMT1 inh | LMPTP inh | Rin1-Abl PPI inh | Rpn11 block | SUMO1 PPI mod | CSN inh | Scp-1 inhibitor
COc1ccc(-n2c(Cc3cccn3C)nnc2SCC(=O)NCc2ccc(F)cc2)cc1 | 6 | i | 0 | -0.3 | -1 | i | 6 | -2 | 90*

(next part)
SMILES	NadD inh	STEP block	Neddyl block	DNMT1 inh	LMPTP inh	Rin1-Abl PPI inh	Rpn11 block	SUMO1 PPI mod	CSN inh	Scp-1 inhibitor
O=C(COC(=O)c1cc(Cl)nc2ccccc12)c1ccc(Cl)cc1	0	0	i	-6	1.8	-4	i	-3	-8	-5
O=C1NC(=O)C(CCc2ccccc2)(c2ccccc2)N1 (stereo not drawn)	-4	1	i	5	-2.2	1	i	-1	-1	0
COc1ccc(C(C)(O)c2nc(-c3ccc(S(C)(=O)=O)cc3)cs2)cc1 (stereo not drawn)	-4	-1	i	9	-0.2	-2	i	-3	-1	.
Cc1nc(SCC(=O)c2cc3ccccc3oc2=O)c(C#N)c(-c2cccs2)c1C(=O)Nc1ccccc1	33*	3	i	22	2.6	-1	i	0	2	-5
COc1ccccc1CNC(=O)c1cccs1	-2	1	i	-6	-1.1	2	i	0	-1	-21

High-throughput results from PubChem.
